High-throughput results from PubChem.
Scp-1 inhibitor: Scp-1 (human) phosphatase inhibition | Q9GZU7 | Recombinant Scp1, phosphopeptide, malachite green phosphate absorbance | inhibition, % at 20 µM | actives 0.88% (n = 340,000) | AID 493091;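 active = inhibition above about 50% at 20 µM, limit read from the data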;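 note: plate controls were DMSO wells with enzyme for no effect and wells lacking enzyme for full effect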
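assay system = SCP-1 phosphatase catalytic domain, residues 76-261 | buffer or medium = 50 mM Tris acetate pH 5.5, 0.005% Tween-20, 10 mM MgCl2 | incubation = enzyme reaction 45 min at room temperature, colour 5 min, stabilisation 30 min | signal = Phosphate-binding colour reagent, absorbance read at 630 nm | measure = % inhibition at 20 µM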
NadD block: NadD (S. aureus) enzyme inhibition; purified NadD enzyme, colorimetric absorbance read-out; inhibition, % at 20 µM; actives 0.78% (n = 360,000); AID 602399; in the data active = inhibition above about 26%; note: some compounds past the cut are filed as inactive
NRP1-CendR mod: NRP-1/CendR interaction modulation | O14786 | FAM-RPARPAR peptide binding to NRP-1, fluorescence polarization | inhibition, % at 25 µM | actives 0.85% (n = 360,000);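 active = inhibition or corrected inhibition above about 18%, plus a signal ratio from 0.5 to 1.5, limit read from the data, passing the limit was not always enough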; note: strong numbers were not always called active
Target sequence (O14786 whole entry, looked up): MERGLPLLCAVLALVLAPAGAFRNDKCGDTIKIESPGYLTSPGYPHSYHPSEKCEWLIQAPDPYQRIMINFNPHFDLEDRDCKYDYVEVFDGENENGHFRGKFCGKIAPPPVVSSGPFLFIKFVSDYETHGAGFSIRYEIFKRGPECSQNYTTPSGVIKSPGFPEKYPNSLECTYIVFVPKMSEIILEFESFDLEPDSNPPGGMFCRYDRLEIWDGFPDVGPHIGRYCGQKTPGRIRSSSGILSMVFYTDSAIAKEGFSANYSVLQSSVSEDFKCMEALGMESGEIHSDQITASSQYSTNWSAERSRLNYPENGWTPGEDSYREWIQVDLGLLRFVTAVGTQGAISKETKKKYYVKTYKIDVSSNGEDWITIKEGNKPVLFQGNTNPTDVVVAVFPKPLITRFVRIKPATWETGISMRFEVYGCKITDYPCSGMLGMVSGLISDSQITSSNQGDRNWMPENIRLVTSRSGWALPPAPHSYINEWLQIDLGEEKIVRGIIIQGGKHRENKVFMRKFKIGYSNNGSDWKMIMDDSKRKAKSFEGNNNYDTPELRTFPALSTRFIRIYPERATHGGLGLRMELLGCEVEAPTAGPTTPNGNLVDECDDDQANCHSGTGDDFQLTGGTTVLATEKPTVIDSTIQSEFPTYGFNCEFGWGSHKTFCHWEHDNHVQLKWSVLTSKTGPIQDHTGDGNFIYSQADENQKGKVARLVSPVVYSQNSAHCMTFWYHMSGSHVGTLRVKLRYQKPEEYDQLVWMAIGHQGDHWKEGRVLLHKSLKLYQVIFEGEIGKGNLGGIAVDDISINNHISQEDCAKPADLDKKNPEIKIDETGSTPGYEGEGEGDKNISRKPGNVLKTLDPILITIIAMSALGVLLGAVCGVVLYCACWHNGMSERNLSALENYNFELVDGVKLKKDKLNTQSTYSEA
STEP inh: STEP (human) phosphatase inhibition; recombinant STEP, OMFP fluorogenic substrate, fluorescence; inhibition, % at 20 µM; actives 0.25% (n = 360,000);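 active = inhibition at 20 µM, scaled per plate between control wells, above about 37%, limit read from the data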;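 note: 0% = DMSO with enzyme and substrate and 100% = substrate only without enzyme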
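Material: STEP (striatal-enriched tyrosine phosphatase) enzyme, cell-free; Compound dosing: 20 µM single dose in 1% DMSO; Technique: fluorescence read at 480 nm ex / 540 nm em; Times: reaction 20 min, ambient temperature; Medium: 50 mM Bis-Tris pH 6.0 with 2.5 mM DTT and 0.005% Tween 20; Also added: OMFP at 25 µM.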
Tb MetRS inh: Trypanosoma brucei MetRS inhibition. purified T. brucei MetRS, ATP depletion, Kinase-Glo luminescence. inhibition, % at 11.9 µM. actives 0.4% (n = 360,000). AID 624268;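 active = inhibition above a per-plate cutoff of the control wells' mean inhibition plus 3 SD, cut at about 5.5% in these data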;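 note: 0% = DMSO wells median and 100% = median of wells with control inhibitor compound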
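Material – parasite MetRS enzyme · Medium – HEPES-MgCl2-KCl buffer plus DTT, spermine, BSA, pyrophosphatase · Reagent – ATP, methionine and E. coli bulk tRNA substrates · Times – 15 min enzyme-compound preincubation, 2 h reaction, 10 min detection, 25 °C · Measured by – luminescence of leftover ATP · Evaluation – percent inhibition relative to median high and low control wells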
LMPTP block: LMPTP (human) inhibition; recombinant LMPTP-A, OMFP fluorogenic substrate, fluorescence intensity; actives 0.22% (n = 360,000); inhibition, % at 20 µM;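 active = compounds that cut the enzyme signal by at least half of the control window in the single-dose screen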;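 note: plate controls were DMSO wells with enzyme plus substrate for no effect and substrate without enzyme for full effect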
Target sequence (P24666 whole entry, looked up): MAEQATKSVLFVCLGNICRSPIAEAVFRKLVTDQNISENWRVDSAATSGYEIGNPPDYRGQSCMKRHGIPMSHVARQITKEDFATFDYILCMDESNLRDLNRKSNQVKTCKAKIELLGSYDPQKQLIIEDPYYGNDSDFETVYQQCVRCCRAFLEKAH
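Test system: LMPTP-A, protein tyrosine phosphatase of low molecular weight; Input: 0.625 nM enzyme; Incubation: 50 min dark incubation at room temperature; Signal: endpoint fluorescence intensity from OMFP dephosphorylation; Read-out basis: % inhibition versus control wells.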
Neddyl block: blocks human cullin neddylation. TR-FRET cullin neddylation, biochemical. calls only at 25 µM. actives 0.58% (n = 360,000); in the data active = inhibition above about 36%
SKN-1 inh: blocks SKN-1 activity in C. elegans; C. elegans VP596 Pgst-4::GFP/RFP ratio, acrylamide-induced, 24 h; inhibition, % at 21.8 µM; actives 0.49% (n = 360,000);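 active = interference check ratio from 0.5 to 1.5 plus GFP to RFP signal ratio inhibition reaching or exceeding a fixed threshold, cut at about 30% in these data, passing the limit was not always enough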; note: some compounds called inactive have numbers as strong as hits
SUMO1-SIM PPI: SUMO1-SIM interaction modulation; actives 0.33% (n = 360,000); SUMO1 binding to a labelled peptide, TR-FRET, 1 h; inhibition, % at 20 µM; AID 602429; P63165; in the data active = inhibition above about 37%
DNMT1 block: DNMT1 (human) enzyme inhibition | DNMT1 molecular beacon, Hinp1I cleavage, fluorescence | P26358 | actives 0.83% (n = 360,000) | inhibition (reported as % activation of signal), % at 10 µM | AID 588458; in the data active = inhibition above about 50%
* = called active by the depositor; i = inactive; . = no result given; & = joins results of further samples.

SMILES | Scp-1 inhibitor | NadD block | NRP1-CendR mod | STEP inh | Tb MetRS inh | LMPTP block | Neddyl block | SKN-1 inh | SUMO1-SIM PPI | DNMT1 block
CC(C)CCN1C(=O)c2ccc(-c3nc4ccccc4c(=O)o3)cc2C1=O | -8 | -1 | -11 | 4 | -1.2 | 1.8 | i | -3 | -18 | 0
COc1ccc(NC(C)=O)cc1CNC(=O)CN1CCOCC1 | -12 | -2 | -5 | -2 | -0.2 | -2.1 | i | -15 | -2 | 6
COc1ccccc1NS(=O)(=O)c1cccc(NC(=O)c2nc3nc(C)cc(C)n3n2)c1 | -5 | 2 | -2 | -3 | -0.3 | 1.1 | i | 10 | 12 | 0
Cc1ccc(S(=O)(=O)N2CCOCC2)cc1NC(=O)Cn1cc(C(F)(F)F)cc(Cl)c1=O | -6 | -3 | -6 | -2 | 0.0 | -0.4 | i | 0 | -1 | 0
O=C(NCC(c1cccnc1)N1CCOCC1)C1CCCCC1 (centres undefined) | 0 | 7 | 9 | 0 | -1.4 | 0.7 | i | 0 | 1 | 3
O=c1oc2ccc3ccccc3c2cc1-c1nc2ccccc2o1 | 6 | 1 | -12 | 2 | 0.0 | 6.1 | . | 0 | -9 | 47
Cc1cccc(C)c1NC(=O)C(c1ccccc1F)n1c(=O)c(-c2ccco2)nc2ccccc21 (centres undefined) | . | . | -80 | . | -0.6 | -0.2 | i | 2 | -10 | .
CC(=O)Nc1ccc(S(=O)(=O)NCCNS(=O)(=O)c2ccc(NC(C)=O)cc2)cc1 | -1 | 1 | -2 | -2 | -0.2 | -2.1 | i | 8 | 7 | 0
Cc1nc(-c2ccc(NS(=O)(=O)c3ccccc3)cc2)cs1 | 6 | 0 | 6 | 0 | -1.0 | 0.9 | i | 15 | 1 | 1
CC1CCC(=O)N(CCOc2ccccc2)CC1 (centres undefined) | -6 | 2 | 14 | -1 | 0.1 | -1.5 | i | -2 | 5 | 3
CS(=O)(=O)N1CCN(C(=O)C(Sc2ccccc2)c2ccccc2)CC1 (centres undefined) | -4 | 3 | -3 | -2 | 0.0 | -1.2 | i | 14 | -3 | 5
CCN(Cc1ccccc1)CC(O)COC(c1ccc(OC)cc1)c1ccc(OC)cc1 (centres undefined) | -5 | -1 | -3 | 3 | 0.5 | 1.4 | i | 13 | 1 | -3
COc1cccc(CNCCO)c1OCc1ccccc1Cl | -8 | -5 | -3 | -2 | -0.4 | -1.3 | i | -6 | 0 | -2
CC(c1ccco1)N(C(=O)COc1ccc(Cl)cc1Cl)c1ccccn1 (centres undefined) | -6 | 0 | -4 | -2 | 4.1 | 1.8 | i | 8 | 4 | -9
Cc1cc2c3c(c1)C1(C(=O)N3C(C)(C)CC2C)C(C#N)=C(N)Oc2n[nH]c(C)c21 (centres undefined) | -6 | -5 | -6 | 1 | -0.2 | -0.1 | i | 3 | -1 | -5
Nc1c(N(CCCO)C(=O)C2CCCC2)c(=O)[nH]c(=O)n1Cc1ccccc1 | -5 | 8 | -5 | 1 | -0.4 | 0.3 | i | 22 | -5 | 5
COc1ccc(OC(=O)c2c(C)nn(-c3ccccc3)c2C)cc1 | -9 | -8 | -8 | 1 | -0.6 | 0.9 | i | 13 | 10 | 1
O=S(=O)(Oc1ccccc1)c1ccc(Cl)c(Cl)c1 | -10 | -7 | 5 | 3 | -0.3 | -0.3 | i | 8 | 6 | -2
CC(C)OC(=O)C1OC1(C)c1ccccc1 (centres undefined) | 3 | -6 | -2 | -2 | -0.4 | -0.6 | i | 2 | -1 | -3
CCNC(=S)N=Nc1c(O)n(Cc2ccc(Cl)cc2)c2ccccc12 | -14 | 4 | -2 | 2 | -0.2 | 2.4 | i | 16 | -1 | 6
Cn1c(SCC(=O)NC2CCCc3ccccc32)nnc1C1CC1 (centres undefined) | -2 | -1 | -11 | -1 | 0.4 | -0.3 | i | -2 | 1 | -1
COc1cc([N+](=O)[O-])ccc1NC(=O)CN1CCc2cc(OC)c(OC)cc2C1 | -6 | 2 | -13 | 0 | -1.3 | 0.7 | i | -7 | -20 | -11
O=C(Nc1ccc(Cl)c(Cl)c1)c1ccccc1NC(=O)C1CC=CCC1C(=O)O (centres undefined) | -12 | 3 | 19 | 1 | 0.4 | 0.0 | i | 6 | 0 | 1
Cc1cccn2c(=O)c(/C=C(\C#N)C(N)=O)c(Oc3ccccc3)nc12 | -4 | -7 | -2 | -2 | -0.3 | -2.3 | i | 27 | -21 | -2
Cn1c(CN2CCC(C(N)=O)CC2)c(C#N)c2ccccc21 | -3 | -2 | 1 | 1 | -0.8 | -1.0 | i | 11 | 3 | -4

Only Neddyl block, DNMT1 block and SUMO1-SIM PPI, for some of the entries so far:
Structure	Neddyl block	DNMT1 block	SUMO1-SIM PPI
CC(C)OC(=O)C1OC1(C)c1ccccc1 (centres undefined)	i	-3	-1
CCNC(=S)N=Nc1c(O)n(Cc2ccc(Cl)cc2)c2ccccc12	i	6	-1
Cn1c(SCC(=O)NC2CCCc3ccccc32)nnc1C1CC1 (centres undefined)	i	-1	1

Individual results from the results shown.
Cc1cc2c3c(c1)C1(C(=O)N3C(C)(C)CC2C)C(C#N)=C(N)Oc2n[nH]c(C)c21 (centres undefined) – Tb MetRS inh = -0.2
CC(C)CCN1C(=O)c2ccc(-c3nc4ccccc4c(=O)o3)cc2C1=O – NRP1-CendR mod = -11

(list continues)
SMILES | Scp-1 inhibitor | NadD block | NRP1-CendR mod | STEP inh | Tb MetRS inh | LMPTP block | Neddyl block | SKN-1 inh | SUMO1-SIM PPI | DNMT1 block
C#CCN(C(=O)c1ccc(OC2CCN(C(=O)CCOC)CC2)cc1)C1CCCCC1 | -15 | 3 | 5 | -1 | 0.2 | 0.1 | i | -4 | -1 | 1
CC(=O)Nc1ccc(NC(=O)C2Cc3c(-c4ccco4)ccnc3O2)cc1 (centres undefined) | . | 1 | -16 | 3 | 0.5 | -0.9 | i | -4 | -1 | -2
COc1ccccc1CNC(=O)c1cc(-c2ccncc2)nc2c(Cl)cccc12 | -4 | 12 | 9 | -1 | -0.3 | 0.8 | i | -12 | -22 | -1
CN(C)c1ccc(C(=S)N2CCNCC2)cc1 | -5 | 1 | -4 | 1 | -0.2 | -2.5 | i | 3 | 0 | -2
N=C(SC1CC(=O)N(c2ccc(F)cc2)C1=O)N1N=C(c2ccccc2)CC1c1ccccc1 (centres undefined) | 2 | 24 | 5 | 0 | -2.0 | 1.6 | i | 2 | -2 | 3
COc1ccc(NC(=O)NS(=O)(=O)c2ccc(C)cc2)c(OC)c1 | -7 | 2 | -1 | 0 | -0.9 | -0.3 | i | 4 | -13 | -10
COCCN1CCN(Cc2nc(C3(c4ccc(C)cc4)CCCC3)no2)CC1 | 1 | -8 | 4 | -3 | -0.7 | -0.6 | i | -5 | 1 | 6
Oc1c(C=C2N=c3ccccc3=N2)sc(=S)n1C1CCCCC1 | -11&-10 | 4&7 | 0&-6 | 0&2 | 0.4&-0.3 | 0.2&-0.4 | i | 3&17 | 0&-2 | 16&17
Cc1ccc(N2CCN(S(=O)(=O)N3CCCCC3)CC2)cc1Cl | -2 | -1 | -1 | 2 | -0.6 | 2.0 | i | 7 | -3 | 5
Cc1nn(C(C)C(=O)NC2CCCCC2)c(=O)c2nn(-c3ccccc3)c(C)c12 (centres undefined) | -9 | -3 | 3 | 2 | 1.4 | -1.6 | i | 9 | 0 | 0
CCc1nn2c(NCCCO)cc(C)nc2c1-c1ccc(F)cc1 | -6 | -3 | 3 | -2 | 0.3 | -0.8 | . | 0 | 3 | 3
COCON1C(=O)CN(C(C)=O)C1c1ccc(Cl)cc1Cl (centres undefined) | -5 | -5 | 6 | -4 | -0.2 | -1.1 | i | 2 | 2 | 6
CN(N=O)c1ccc(CC2CCc3ccccc32)cc1 (centres undefined) | -5 | 4 | 4 | 4 | 0.0 | 2.2 | i | 44* | 4 | -1
CC(C)(C)c1cc(-c2n[nH]c(=S)n2-c2ccccc2F)n[nH]1 | -4 | -7 | 19 | -3 | -0.3 | -0.6 | i | 20 | 7 | 0
Cc1ccc(N/C(CSC(N)=O)=N/S(=O)(=O)c2ccccc2)cc1 | -10 | 2 | 8 | 2 | 0.2 | -2.0 | i | 19 | -2 | -4
CC(C)(C)c1csc(NC(=O)CSc2nc3ccccc3c(=O)[nH]2)n1 | -2 | 3 | -1 | 1 | 0.2 | 0.5 | i | 4 | 8 | 5
CCn1c(CCC(N)=O)nnc1SCC(=O)Nc1cccc(S(=O)(=O)N2CCCC2)c1 | -3 | -6 | 16 | -3 | -0.1 | -1.3 | i | 1 | 4 | 1
O=C(CC1CCCC1)NCCS(=O)(=O)N1CCN(c2ccccc2)CC1 | . | 2 | 1 | -1 | -0.4 | 1.0 | i | 7 | 5 | 9
Cc1cc(C)n(C(=O)CNC(=O)/C=C/c2ccccc2)n1 | -1 | 1 | -18 | 4 | 0.8 | -0.3 | i | 10 | 1 | 0
O=C(NC12CC3CC(CC(C3)C1)C2)OCCNC1CCCCC1 | -11 | -12 | 7 | -4 | -0.6 | 0.0 | i | 7 | -3 | -2
COc1ccc(CNCCC(c2ccc(F)cc2)c2ccc(OC(C)C)cc2)cc1OC (centres undefined) | 11 | 7 | -7 | 2 | -0.5 | 1.6 | i | -2 | -18 | -1
Cc1cccc(CCNS(=O)(=O)c2ccc(S(=O)(=O)N3CCC(C)CC3)cc2)c1 | -2 | -4 | 1 | 5 | -0.5 | -1.4 | i | 9 | 1 | 10
CC(C)Cn1cnc2c1c(=O)n(CC(=O)Nc1ccc3c(c1)OCO3)c(=O)n2Cc1ccccc1 | -9 | -4 | -18 | 4 | 0.0 | 0.2 | i | 13 | 4 | -2
CCn1c(=O)cc(N2CCN(Cc3ccccc3)CC2)[nH]c1=O | -9 | -1 | 3 | -4 | 0.4 | -1.7 | i | 3 | 4 | 0
CCc1cc(C(=O)N2CCN(c3ccccc3OC)CC2)sc1C | -5 | 4 | 5 | 1 | 0.0 | 1.3 | i | 6 | 1 | -1
Cc1ccccc1OCCC(=O)OCC(=O)NC1CCCC1 | -13 | -7 | 2 | 0 | -0.3 | -0.6 | i | -5 | 2 | -1
CN(C)CCSc1nnc2[nH]c3ccccc3c2n1 | 4 | 1 | 6 | 2 | -0.4 | -0.2 | i | -9 | -21 | 8
Cc1nn2c(-c3ccccc3)c(-c3ccccc3)nc2[nH]c1=O | 0 | 0 | 0 | -3 | -1.3 | 0.1 | . | -11 | 9 | 0
CC(=O)c1ccc(N2CCN(C(=O)C3CCN(S(=O)(=O)c4ccc(F)cc4)CC3)CC2)cc1 | -1 | 6 | 6 | 0 | 0.3 | -0.2 | i | -11 | -2 | 2
COC(=O)c1ccccc1NC(=O)c1nc(S(=O)(=O)Cc2ccccc2)ncc1Cl | -11 | 9 | 4 | 0 | -0.4 | 0.3 | i | 5 | -8 | -2
